F508del corr: correctors of CFTR F508del function in bronchial epithelial cells. CFBE cells, YFP halide quenching; stimulated with forskolin plus potentiator P3; % fluorescence drop versus neutral controls. activity (quench increase), % at 7.58 µM. 350,000 tested, 0.36% active. AID 720511;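 active = mean added fluorescence quench of at least 8% versus neutral control, with both replicates also reaching 8%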;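 note: cells transiently co-express mutant CFTR-F508del with the halide-sensitive YFP; corrector assay measuring rescue of mutant channel to the surface after 24 h compound exposure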
FN deposition inh: fibronectin deposition inhibition; AH1F fibroblasts, Alexa488-fibronectin deposition fluorescence, overnight; inhibition, % at 12.6 µM; 350,000 tested, 0.086% active;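 active = mean inhibition across replicates of 30% or more, regardless of how many single replicates reach that level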;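 note: positive control wells lacked labelled fibronectin entirely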
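Material: AH1F fibroblasts assembling fluorescent fibronectin matrix; amount: 10000 AH1F cells/well; medium: DMEM, 2% serum; reagent: Alexa488-fibronectin, 24 nM final in well; dosing: single compound dose, delivered by pin transfer; incubation: 1 h adhesion, overnight exposure; detection: fluorescence after three HBSS washes, excitation 485 nm, emission 525 nm; measure: fibronectin deposition inhibition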
miR-122 sensor: blocks miR-122 activity in Huh7 sensor cells; Huh7 miR-122 Renilla luciferase sensor, 48 h; neutral wells = 0, positive control = 100; activation (reporter increase), % at 12.5 µM; 340,000 tested, 0.3% active;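 active = mean replicate activation score at least 90 and every replicate individually at or above 90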;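 note: higher luciferase means less miR-122 activity so hits act as miR-122 inhibitors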
PglD inh: PglD (C. jejuni) enzyme inhibition; purified PglD enzyme, DTNB colorimetric CoA detection; inhibition, % at 12.5 µM; 360,000 tested, 0.098% active; AID 602405; in the data active = inhibition above about 16%, passing the limit was not always enough; note: strong numbers were not always called active
PGC1a acetyl inh: lowers PGC1a acetylation signal in U2OS cells; AlphaScreen anti-acetyl-lysine; with virally co-expressed GCN5 acetyltransferase; inhibition, % at 15.6 µM; 350,000 tested, 0.17% active;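 active = every replicate shows inhibition of at least 40%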;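 note: 0% = neutral control wells and 100% = positive control wells; some results beyond the cut were filed as inactive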
Statin myotox sup: protects C2C12 myotubes from simvastatin toxicity | ATP luminescence, 48 h; scaled: DMSO 0, geranylgeraniol control 100 | AID 602340 | rescue of ATP level, % at 7.49 µM | 330,000 tested, 0.78% active;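 active = mean ATP rescue above about 67%, or every replicate alone reaching that limit, limit read from the data, passing the limit was not always enough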;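 note: myotubes were challenged with 10 µM simvastatin during compound exposure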
INS-1E GSIS act: primary screen for activators of insulin secretion dependent on glucose, INS-1E cells, GLuc reporter luminescence. INS-1E GLuc reporter insulin secretion, 2-3 h. AID 743287. activation, % at 16.6 µM. 370,000 tested, 0.61% active;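 active = lowest replicate activation of at least 40%, so every replicate reaches that level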;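 note: 0% = median of neutral control wells and 100% = median of IBMX positive control wells; some compounds called inactive have numbers as strong as hits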
Cneo AK release: causes C. neoformans cell lysis; lysis activity, % at 15 µM; AID 651654; 360,000 tested, 0.2% active; adenylate kinase release luminescence, 4 h; normalised: neutral wells 0, clomiphene wells 100;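 active = mean lysis activity across replicates of at least 80%, whatever share of replicates individually reach that level; inactive = mean lysis activity below 80%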
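Material – Cryptococcus neoformans yeast cells · Quantity – 5 × 10^6 yeast cells/mL · Buffer or medium – YPD medium · Compound – single dose · Timing – 4 h static compound exposure, 37 °C, read 1 h post-reagent · Signal – adenylate kinase release luminescence · Read-out basis – lysis from increased AK signal · Benchmarks – Clomiphene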
The depositor's hits bear a star; x = no result given; [ ] = dose if it differs, or a comment.

SMILES | F508del corr | FN deposition inh | miR-122 sensor | PglD inh | PGC1a acetyl inh | Statin myotox sup | INS-1E GSIS act | Cneo AK release
Cc1cc(C)cc(C(=O)NCC(=O)OCC(=O)N2CCN(S(=O)(=O)c3ccc4ccccc4c3)CC2)c1 | x | 0.1 | 1.3 | -6.9 | x | 4.9 | -6.5 | -1.1
CC(=O)NC(Cc1ccccc1C)C(=O)NC1CCN(C(=O)c2cccc(C)c2)CC1 (stereo not drawn) | -1.4 | -6.1 | x | x | 5.6 | x | -6.1 | x
COc1ccc(CC(=O)N2N=C(C)CC2(O)c2cccnc2)cc1 (stereo not drawn) | x | 3.6 | -1.7 | x | -30.9 | 15.5 | 1.1 | -1.0
COc1ccc(C2=Nn3c(nnc3-c3ccccc3OC)SC2)cc1OC1CCOC1 (stereo not drawn) | 9.7* | -18.4 | 131.4* | 4.4 | x | -51.5 | 56.3* | -2.8
CCCCC(CC)CNC(=O)Cn1c(=O)[nH]c2ccsc2c1=O (stereo not drawn) | 0.4 | -2.5 | 0.7 | x | -5.0 | 6.9 | -0.2 | x
Cn1cnc(S(=O)(=O)N2C[C@H](O)COC[C@H]3O[C@@H](CC(=O)NC4Cc5ccccc5C4)CC[C@@H]32)c1 | -1.1 | 1.1 | 0.8[16.7 µM] | -0.6 | 6.4 | -9.8 | 4.8 | 38.8
Cc1ccccc1-c1nnc(SCC(=O)Nc2ccc3c(c2)OCCO3)n1N | x | -19.7 | -14.3 | -1.8 | 16.1 | 11.8 | -3.8 | x
CCOC(=O)c1cnc2ccc(Br)cc2c1NCCO | -0.9 | x | -2.5 | 0.5 | -3.5 | -27.0 | 3.2 | 1.2
N#CC(C#N)c1ccnc2ccccc12 | -2.4 | 3.9 | 2.6 | 1.8 | 8.4 | -8.4 | x | 0.1
O=C(CSc1nc2ccccc2c(=O)n1NC(=O)Cc1ccccc1)NCc1ccco1 | x | 6.8 | 2.5 | 1.9 | x | x | x | 11.1
C=CCN=C1N[C@@H](c2ccccc2)C(C(=O)OC)=C(C)N1CCOC | 2.7 | -1.4 | -2.4 | -1.2 | -4.2 | 3.9 | 3.6 | -2.4
COc1ccc(/C=C(/CC(=O)Nc2ccc(C)cc2)c2nc3ccccc3s2)cc1 | 0.5 | -6.7 | -8.4 | 0.0 | x | x | 2.7 | -1.8
COCCNC(=O)C(=O)NNS(=O)(=O)c1ccc2ccccc2c1 | 0.9 | -2.9 | x | x | 4.3 | x | 18.6 | x
O=C(C[C@@H]1C[C@@H]2c3cc(NC(=O)Nc4ccc(C(F)(F)F)cc4)ccc3O[C@@H]2[C@@H](CO)O1)NC1CCCCC1 | 0.5 | x | -5.4[16.7 µM] | 1.0 | 14.7 | -16.6 | 5.9 | 5.9
Cc1ccc(NC(=O)C2CCN(S(=O)(=O)c3ccc4c(c3)NC(=O)C(C)S4)CC2)cc1C (stereo not drawn) | -0.9 | 11.2 | -11.7 | -4.2 | -5.1 | -5.3 | -53.8 | 2.3
Cc1cccn2c(=O)c3cc(C(=O)NCCN4CCOCC4)c(=N)n(CCc4ccccc4)c3nc12 | x | x | 9.6 | 0.6 | -3.9 | -14.5 | x | 3.4
Cc1cnc(C(=O)OCC(=O)NC(=O)NC(C)C)cn1 | x | x | 2.1 | 3.6 | 0.6 | 1.5 | x | -1.8
Cc1ccc(S(=O)(=O)NC(=O)C2(C)CCN2C(=O)C2(c3ccc(Cl)cc3)CC2)cc1 (stereo not drawn) | -0.7 | 4.5 | 19.8 | -6.0 | -5.1 | 15.2 | 27.4 | 9.0
O=C(Nc1nnc(-c2ccccc2)o1)C1CCCN1S(=O)(=O)c1cccs1 (stereo not drawn) | -2.2 | 3.4 | -3.4 | 0.5 | x | 10.0 | -16.0 | 7.1
O=[N+]([O-])c1ccc(NNC(=S)Nc2ccccc2)cc1 | x | x | 18.0 | -1.8 | 5.6 | -25.9 | x | 1.0
COc1cccc(-c2ccc3c(c2)O[C@@H](CN(C)C(=O)c2ccccc2F)[C@@H](C)CN([C@@H](C)CO)S3(=O)=O)c1 | 2.3 | x | 5.0[16.7 µM] | 0.7 | -19.9 | 3.4 | -28.6 | -6.0
CCCC(=O)Nc1ccc2c(c1)C(=O)N(C)[C@@H]1CC[C@H](CC(=O)NCC3CCCCC3)O[C@@H]1CO2 | 1.5 | -16.2 | -2.1[16.7 µM] | -0.5 | -14.3 | -20.8 | -11.0 | -2.6
CC(C)CC(NC(=O)C1CCC(C)CC1)C(=O)NCCN1CCOCC1 (stereo not drawn) | -1.4 | -2.0 | 0.6 | -3.8 | x | 0.2 | -13.9 | 4.5
CCC(=O)N(C)C[C@H]1Oc2cc(C#CC3CCCC3)ccc2S(=O)(=O)N([C@H](C)CO)C[C@H]1C | -2.2 | 2.5 | -18.6[16.7 µM] | 2.3 | 0.0 | -1.1 | -30.6 | -2.1
CSc1nc2ccc3nc(NC(=O)c4ccc(C)cc4)sc3c2s1 | 1.2 | -2.2 | -1.5 | 0.4 | -2.7 | 12.8 | x | -0.3
COCC#Cc1ccc2c(c1)O[C@@H](CN(C)S(=O)(=O)c1ccc(F)cc1)[C@H](C)CN([C@H](C)CO)S2(=O)=O | 2.2 | x | -1.8[16.7 µM] | 2.8 | -3.9 | -40.0 | -28.6 | 3.9
CCSc1nnc(NC(=O)[C@H](C)NC(=O)c2ccccc2Cl)s1 | -1.6 | -11.1 | x | x | 5.8 | x | 5.6 | x
Cc1noc(C)c1S(=O)(=O)Nc1ccc2c(c1)C(=O)N([C@@H](C)CO)C[C@@H](C)[C@H](CN(C)S(=O)(=O)c1ccccc1)O2 | -1.9 | -4.1 | -3.8[16.7 µM] | 1.0 | 0.4 | -10.2 | -7.1 | -2.5
CC(=O)c1ccc(Nc2nc(=O)c3cccnc3s2)cc1 | x | x | 2.3 | -3.0 | -3.8 | x | x | 0.3
C[C@H]1CN([C@@H](C)CO)C(=O)Cc2cc(NS(=O)(=O)c3ccccc3)ccc2O[C@@H]1CN(C)C | -1.7 | x | 3.3[16.7 µM] | -5.0 | -0.2 | -7.8 | 15.3 | 4.8
O=C(Nc1ccc(Cl)cc1)Nc1nnc(/C=C/c2ccccc2)s1 | 1.8 | 1.5 | 0.3 | -2.2 | 4.3 | -33.3 | -17.6 | -1.1
Cc1ccccc1C(=O)Nc1nc2c(C)csc2c(=O)s1 | 2.6 | 6.4 | 1.5 | x | -1.0 | 3.6 | 4.6 | x
O=C(NCCc1ccc(F)cc1)c1ccc(Cl)c(S(=O)(=O)N2CCOCC2)c1 | 0.4 | 19.6 | x | x | 0.7 | -7.1 | -18.1 | x
COc1ccc(OC)c(/C=C/c2nc3ccccc3[nH]c2=O)c1 | -0.1 | 6.5 | 1.0 | -1.3 | x | 31.8 | 8.2 | -0.6
C[C@H](CO)N1C[C@H](C)[C@@H](CN(C)CC2CCOCC2)Oc2ncc(C#Cc3ccccc3)cc2C1=O | 1.2 | x | -7.0[16.7 µM] | 0.7 | -6.0 | 24.6 | 2.5 | 1.2
COC(=O)CCCNC(=O)c1ccccn1 | -0.5 | x | -2.7 | x | 13.8 | -3.2 | 12.3 | 0.4
COc1ccc(NS(=O)(=O)c2ccc(Oc3cccc(C(=O)O)c3)cc2)cc1 | 2.6 | -8.4 | x | x | -2.9 | x | 12.5 | x
Cc1ccc(C(=O)OCC(=O)N(C)c2ccccc2)cc1C | 0.7 | -0.2 | x | 1.5 | x | 17.8 | -9.0 | -0.5
CC(C)C#Cc1ccc2c(c1)O[C@@H](CN(C)Cc1ccccc1)[C@H](C)CN([C@@H](C)CO)S2(=O)=O | -2.9 | -6.0 | 0.3[16.7 µM] | -2.1 | 4.5 | -42.7 | -0.4 | 60.5
Cn1c(=O)n(-c2ccccc2)c(=O)c2c3c(sc21)COC(C)(C)C3 | x | x | -5.5 | -13.6 | -6.8 | -19.3 | x | 1.5
CCCc1nnc(NC(=O)CCC(=O)N2CCN(C3c4ccccc4-c4ccccc43)CC2)s1 | -1.0 | 1.5 | 5.0 | -2.2 | 4.8 | 1.0 | 33.4 | -6.7
O=C(Nc1ccccc1)C1=C(c2ccccc2)S(=O)(=O)CCS1(=O)=O | -3.4 | 17.8 | x | x | -103.8 | x | -2.7 | x
C[C@H](O)C#Cc1cnc2c(c1)C(=O)N([C@H](C)CO)C[C@H](C)[C@@H](CN(C)C(=O)c1ccncc1)O2 | 0.5 | x | -0.2[16.7 µM] | 1.5 | 0.3 | -2.3 | 10.8 | -2.9
CC1CCCN(C(=S)SCC(=O)O)C1 (stereo not drawn) | x | 12.0 | 0.6 | x | x | -1.7 | -7.8 | x
Cn1c2c(c(=O)n1-c1ccccc1)CSCC2 | -0.7 | -0.4 | x | x | -4.2 | x | -10.2 | x
Cc1ccc(Cl)cc1N1CCN(C(=O)CN2C(=O)c3cccc4cccc2c34)CC1 | x | 6.5 | -10.1 | 9.6 | -5.4 | -2.7 | x | 0.3
CC(C)c1cc(C(F)(F)F)n2nc(C(=O)Nc3ccc4c(c3)OCO4)cc2n1 | x | 1.0 | -1.2 | x | -21.3 | x | 12.9 | x
Cc1cc(=O)[nH]c(SCC(=O)Nc2ccc(Br)cc2)n1 | 0.9 | 1.9 | x | -2.5 | -3.1 | x | 10.1 | -0.5
CCCOc1ccc(-c2nc(N3CCN(CC)CC3)c3ccccc3n2)cc1 | -2.8 | x | 3.3 | 0.6 | 4.3 | 13.1 | -15.5 | -6.7
CCCCCCCC/C=C\CCCCCCCC(=O)NCCO | 1.4 | 8.8 | -1.6 | 5.0 | -1.6 | 6.2 | x | -2.3
C[C@@H]1CN([C@H](C)CO)C(=O)c2cccc(NC(=O)c3ccncc3)c2O[C@H]1CN(C)CC1CCCCC1 | 1.5 | 0.9 | 38.7[16.7 µM] | 0.5 | x | -0.5 | 2.9 | -6.6
COc1cc(C(=O)NCc2ccco2)c(Br)c(OC)c1OC | x | x | -1.6 | -1.1 | -1.7 | -15.2 | 2.5 | -0.1
CC(C)CNC(=O)c1cccc(Cn2cc(Cl)cn2)c1 | x | x | 3.9 | 8.7 | 8.9 | -9.5 | x | -3.1
CN1OC[C@@H]2CN(C(=O)CCc3ccccc3)[C@H](c3ccc(N4CCCCC4)cc3)C[C@@H]21 | -5.5 | -0.6 | 16.0 | 1.8 | -9.2 | 4.0 | -6.3 | 0.3

Structural class, the compounds so far containing an aryl thioether with sulfur outside any ring
SMILES | F508del corr | FN deposition inh | miR-122 sensor | PglD inh | PGC1a acetyl inh | Statin myotox sup | INS-1E GSIS act | Cneo AK release
Cc1ccccc1-c1nnc(SCC(=O)Nc2ccc3c(c2)OCCO3)n1N | x | -19.7 | -14.3 | -1.8 | 16.1 | 11.8 | -3.8 | x
O=C(CSc1nc2ccccc2c(=O)n1NC(=O)Cc1ccccc1)NCc1ccco1 | x | 6.8 | 2.5 | 1.9 | x | x | x | 11.1
CSc1nc2ccc3nc(NC(=O)c4ccc(C)cc4)sc3c2s1 | 1.2 | -2.2 | -1.5 | 0.4 | -2.7 | 12.8 | x | -0.3
CCSc1nnc(NC(=O)[C@H](C)NC(=O)c2ccccc2Cl)s1 | -1.6 | -11.1 | x | x | 5.8 | x | 5.6 | x
Cc1cc(=O)[nH]c(SCC(=O)Nc2ccc(Br)cc2)n1 | 0.9 | 1.9 | x | -2.5 | -3.1 | x | 10.1 | -0.5
